Compound activity from PubChem.
S1P4 antagonist: antagonists of human S1P4 receptor; S1P4-expressing cells, antagonist mode, reporter read-out; inhibition, % at 4.98 µM; hit rate 0.26% among 220,000; AID 1510; in the data active = inhibition above about 29%;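 also: 0% = wells stimulated with agonist and 100% = vehicle wells without agonist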
Target sequence (O95977 whole entry, looked up): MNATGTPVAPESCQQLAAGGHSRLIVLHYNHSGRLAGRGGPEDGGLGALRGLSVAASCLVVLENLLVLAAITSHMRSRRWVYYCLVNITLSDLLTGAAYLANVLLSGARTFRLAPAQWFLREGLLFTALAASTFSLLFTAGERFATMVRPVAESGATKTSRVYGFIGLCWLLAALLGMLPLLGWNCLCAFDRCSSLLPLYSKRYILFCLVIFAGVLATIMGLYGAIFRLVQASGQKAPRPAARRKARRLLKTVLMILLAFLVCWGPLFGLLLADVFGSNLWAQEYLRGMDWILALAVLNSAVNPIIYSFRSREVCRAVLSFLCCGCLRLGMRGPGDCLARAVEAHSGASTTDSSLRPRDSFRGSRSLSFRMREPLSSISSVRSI
TRPML3 agonist: human mucolipin-3 channel agonism; hit rate 0.29% among 220,000; activation, % at 3 µM; HEK293 TRPML3-YFP, Fluo-8 calcium fluorescence; 100% = the carbachol control signal; AID 1448;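 active = activation above its plate's cutoff, the mean activation of the plate's test wells plus 3 SD, cut at about 12% in these data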;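 also: 0% = DMSO only wells and 100% = carbachol wells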
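Test system: TRPML3-YFP stable HEK293 cells. Doses: single point at 3 µM. Incubation: dye loading 1 h 37 °C then 30 min ambient, 125 s read. Signal: Fluo-8 calcium dye fluorescence, ex 470-495, em 515-575 nm. Measure: percent activation from peak-to-basal fluorescence ratio, scaled between DMSO and carbachol.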
m-calpain inh: calpain II (pig) inhibition. purified calpain II, fluorogenic peptide substrate, 30 min. inhibition, % at 16 µM. hit rate 0.37% among 220,000;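 active = inhibition above about 50%, limit read from the data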
S1P4 ag: activates the human S1P4 receptor; O95977; S1P4-expressing cell line, agonist reporter assay; activation, % at 4.98 µM; hit rate 0.35% among 220,000; in the data active = activation above about 11%;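 also: 0% = DMSO vehicle and 100% = reference agonist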
BaF3 tox: parental Ba/F3 viability inhibition as JAK2V617F counter-screen | CellTiter-Glo ATP luminescence | inhibition, % at 5.6 µM | hit rate 1.1% among 220,000 | AID 1486;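 active = inhibition above a per-campaign cutoff, the mean inhibition of all tested compounds plus 3 SD, cut at about 27% in these data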;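 also: 0% = DMSO wells and 100% = JAK Inhibitor I control wells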
EP2 modulator: modulates human prostaglandin E2 receptor EP2 signaling; hit rate 0.83% among 260,000; P43116; EP2-expressing cells, cAMP HTRF FRET, PGE2 co-stimulation; induction, % at 25 µM; AID 940;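 active = compounds whose cAMP rise, as percent of the full-agonist control response, exceeds 60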;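 also: rat C6 glioma line stably carrying human EP2 under a CMV promoter; the protocol text gives 20 µM as final concentration; 100% = response of wells given 1 µM PGE2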
Target sequence (P43116 whole entry, looked up): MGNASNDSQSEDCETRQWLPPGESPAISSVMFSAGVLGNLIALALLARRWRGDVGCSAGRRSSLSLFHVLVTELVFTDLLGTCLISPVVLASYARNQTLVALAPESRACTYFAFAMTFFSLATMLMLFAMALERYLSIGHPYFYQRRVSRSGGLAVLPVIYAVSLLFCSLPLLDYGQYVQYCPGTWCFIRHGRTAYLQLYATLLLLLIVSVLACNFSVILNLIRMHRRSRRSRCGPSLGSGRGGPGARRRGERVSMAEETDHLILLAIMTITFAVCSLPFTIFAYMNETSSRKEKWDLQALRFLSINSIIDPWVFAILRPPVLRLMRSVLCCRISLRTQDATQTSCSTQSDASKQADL
TRPN1 ag: zebrafish TRPN1 (NompC) channel agonism | HEK293 zebrafish TRPN1-YFP, Fluo-8 calcium fluorescence; 100% = response to 87 µM carbachol | activation, % at 3 µM | hit rate 0.18% among 220,000 | AID 1424;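 active = activation above its plate's cutoff, the mean activation of test wells on that plate plus 3 SD, cut at about 19% in these data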;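 also: 0% = DMSO alone and 100% = 87 µM carbachol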
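Material – zebrafish TRPN1-YFP in HEK293 cells · Doses – 3 µM single point · Schedule – dye 1 h 37 °C plus 30 min RT · Signal – Fluo-8 calcium fluorescence, excitation 470-495 nm, emission 515-575 nm · Read-out – % activation versus carbachol response · Control set – carbachol high, DMSO low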
PERK inh: blocks human PERK kinase. hit rate 0.17% among 220,000. CHO PERK-DD fusion, SEAP luminescence translation reporter. AID 1416. Q9NZJ5. inhibition, % at 5.6 µM;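 active = inhibition above the mean inhibition of all tested compounds plus 3 SD, set separately per screening campaign, cut at about 2.9% in these data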;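 also: PERK kinase domain activated by AP20187 dimerizer at 100 nM; 0% = DMSO with dimerizer and 100% = rapamycin at 8.4 µM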
Ba/F3 V617F tox: reduce viability of Ba/F3 cells dependent on JAK2V617F; Ba/F3 EpoR-JAK2V617F viability, ATP luminescence; inhibition, % at 5.6 µM; hit rate 1.1% among 220,000; AID 1446;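 active = inhibition above the campaign mean plus 3 SD over all tested compounds, cut at about 24% in these data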;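 also: cytokine-independent growth of Ba/F3 cells driven by EpoR plus mutant JAK2; 0% = DMSO-treated cells and 100% = JAK inhibitor I control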
* marks the source's active call; other numbers are inactive results; . = not tested or not shown; & = joins results of further samples.

SMILES	S1P4 antagonist	TRPML3 agonist	m-calpain inh	S1P4 ag	BaF3 tox	EP2 modulator	TRPN1 ag	PERK inh	Ba/F3 V617F tox
CCNC(=S)/C(=C(/[O-])c1ccc([N+](=O)[O-])cc1)[n+]1ccccc1	0.7	0.2	20.6	-0.9	1.0	-9.3	0.8	1.4	-5.3
COc1ccc(N2C(=O)CC(Sc3nccc(C)n3)C2=O)cc1 (configuration not stated)	5.3	0.8	14.0	-2.1	-4.3	20.3	-1.0	-0.7	-4.6
CC(C)(C)NC(=O)NC(=O)CN1CCc2ccccc21	-2.3	0.1	22.7	-1.3	1.9	-11.5	-1.9	-0.1	-5.6
CCNC(=S)Nc1cc(C(=O)N2CCCC2)ccc1N1CCCC1	4.4	0.2	24.7	-0.2	7.4	-17.0	-1.7	1.5	-0.1
O=C(O)/C=C\C(=O)Nc1ccccc1C#Cc1ccc(Br)cc1	-2.5	-0.2	-17.1	-0.5	22.9	-12.3	-0.4	1.5	35.8*
O=C(NCC1c2ccccc2CCN1C(=O)CN1C(=O)c2ccccc2C1=O)C1CCCCC1 (configuration not stated)	15.7	0.3	-11.2	-1.3	2.7	32.2	-1.4	-0.8	-2.8
O=C(O)/C=C\C(=O)Nc1ccc(N2CCN(c3ccc(F)cc3)CC2)cc1	4.9	1.3	-12.6	0.9	4.6	19.7	-0.9	0.8	0.1
CN(C(=O)CSc1nnnn1-c1ccccc1)C1CCCCC1	-10.9	0.3	7.6	1.9	-2.0	31.8	0.8	-1.2	-0.3
Fc1cccc(Cl)c1Cn1nnc2c(-n3ccnc3)ncnc21	-8.9	-0.1	10.6	1.1	0.5	19.0	-1.6	0.7	-0.5
CCOC(=O)Cc1csc(NC(=O)CCCCCN2C(=O)c3cccc4cccc(c34)C2=O)n1	-20.8	0.6	.	3.1	-1.3	.	-0.8	0.4	-4.0
Cc1ccc(OCC(=O)N2CCN(C(=O)CCC3CCCC3)CC2)cc1	9.7	0.5	5.4	0.8	3.6	-2.5	-0.2	-0.8	1.6
CNC(=S)N(Cc1ccc(OC)cc1)C1CC(=O)N(c2ccc(OC)cc2)C1=O (configuration not stated)	-19.9	0.2	-16.1	-2.2	3.4	-11.7	0.8	-1.3	4.1
C=C(C)c1cccc(C(C)(C)NC(=O)NCCN(CC)CC)c1	-7.3	0.6	-9.9	0.2	3.6	-3.8	-0.6	-0.2	2.4
COc1ccc(/C=N/NC(=O)c2[nH]c3ccc(Br)cc3c2-c2ccccc2)c(C(=O)O)c1OC	10.5	0.5	-56.2	0.0	0.4	14.7	0.6	0.9	-3.9
CC(c1ccccc1)N1C(=O)CC(Sc2ncccc2C(=O)O)C1=O (configuration not stated)	-3.1	0.7	26.0	3.4	0.1	29.3	0.5	0.9	-2.5
Cn1cc(S(=O)(=O)Nc2ccc(Br)cc2F)c(=O)n(C)c1=O	4.1	0.3	11.9	-0.1	9.9	8.6	1.8	1.0	0.2
C=CCS(=O)(=O)N1CCCC(C(=O)c2cccc(Cl)c2)C1 (configuration not stated)	-25.9	0.1	23.9	1.6	5.0	-27.8	-0.2	-0.5	0.4
CCCCN(CC)CCCNC(=O)CN1C(=O)CSc2ccc(S(=O)(=O)N3CCOCC3)cc21	1.4	0.1	-8.2	-1.1	2.3	8.6	2.0	0.6	-3.4
COCCNC(=O)c1cc(-c2ccc(OC)c(OC)c2)on1	-12.6	1.0	-6.2	0.6	2.7	6.2	0.9	-0.8	0.9
CCCCCCCCCCCC(=O)NC(Cc1ccc(OC)c([N+](=O)[O-])c1)C(=O)O (configuration not stated)	7.0	0.5	19.8	-0.9	-3.5	-42.4	1.4	0.9	-3.2
CCc1ccc(N2C(=O)CC(N3CCN(c4ccccn4)CC3)C2=O)cc1 (configuration not stated)	-6.2	0.9	-10.8	0.1	-0.2	19.2	0.8	-0.7	0.0
CC12CN3CC(C)(CN(C1)C3c1ccc3c(c1)OCO3)C2=O (configuration not stated)	15.9	0.6	22.0	-2.4	4.5	6.7	0.2	0.6	3.7
COc1ccc(C2=NN(S(C)(=O)=O)C(c3cccs3)C2)cc1OC (configuration not stated)	-1.9	0.3	-0.2	0.3	7.2	-19.4&8.1	1.0	-0.2	-3.2
C/C(=C\C(=O)c1cccnc1)Nc1ccc(C)c(C)c1	15.4	0.2	4.6	0.0	4.1	-4.8	0.4	1.3	2.2
COCc1cc(C)n(CC(=O)Nc2ccc(Cl)cc2Cl)c(=O)c1C#N	0.3	0.5	-98.9	-3.0	4.8	-8.0	-0.4	0.9	3.3
O=C(NCc1cccs1)c1ccccc1F	-14.6	0.4	-3.3	-0.4	1.7	14.3	0.9	-0.7	-2.1
CCOc1ccc2nc(NC3=NC(C)(C)C=C(C)N3)nc(C)c2c1	7.3	0.3	-70.3	0.7	6.9	-34.1	0.3	-1.9	7.1
CC1CCN(C(=O)CSc2nnc(Cc3cccn3C)n2CCc2ccccc2)CC1	-3.0	-0.3	8.6	0.6	4.8	26.1	-0.2	0.4	-1.8
Cc1cc(F)ccc1NCc1ccncc1	-13.3	0.4	-16.4	-1.1	0.5	-2.2	0.2	1.2	50.1*
S=c1[nH]nc(CCc2ccccc2)n1-c1ccccc1	3.5	0.1	-12.8	0.6	2.3	36.5	1.0	1.3	-0.4
COc1ccc(CCNC(=O)CNS(=O)(=O)c2cccs2)cc1OC	-8.4	0.0	-11.4	-0.7	2.0	-5.3	0.6	0.0	-3.6
O=C(OCc1ccccc1)c1cccnc1Cl	-6.2	-0.5	-11.7	0.5	5.0	-11.6	-0.2	0.5	-0.6
CCC(NC(=O)c1ccccc1O)c1ccccc1 (configuration not stated)	8.8	-0.1	-158.9	0.3	0.9	28.7	1.8	0.1	-0.5
COC(=O)c1ccc(-n2c(C)cc(C(=O)CSc3ccc(NC(C)=O)cc3)c2C)cc1	-11.2	1.3	-3.9	-1.4	3.4	3.7	4.4	0.0	-1.2
Cc1nn(C)cc1-c1n[nH]c(=S)n1-c1ccc(Cl)cc1	-0.3	0.7	-12.8	0.9	4.8	20.1	0.6	0.8	1.3
NC(=O)C1CCN(C(c2ccccc2F)c2nnnn2Cc2ccco2)CC1 (configuration not stated)	-1.7	0.3	-13.1	-1.0	1.6	34.1	1.2	0.6	-3.4

Two of these compounds in a different format.
> Cc1nn(C)cc1-c1n[nH]c(=S)n1-c1ccc(Cl)cc1
  S1P4 antagonist: -0.3	TRPML3 agonist: 0.7	m-calpain inh: -12.8	S1P4 ag: 0.9	BaF3 tox: 4.8	EP2 modulator: 20.1	TRPN1 ag: 0.6	PERK inh: 0.8	Ba/F3 V617F tox: 1.3
> NC(=O)C1CCN(C(c2ccccc2F)c2nnnn2Cc2ccco2)CC1 (configuration not stated)
  S1P4 antagonist: -1.7	TRPML3 agonist: 0.3	m-calpain inh: -13.1	S1P4 ag: -1.0	BaF3 tox: 1.6	EP2 modulator: 34.1	TRPN1 ag: 1.2	PERK inh: 0.6	Ba/F3 V617F tox: -3.4

(continued)
SMILES	S1P4 antagonist	TRPML3 agonist	m-calpain inh	S1P4 ag	BaF3 tox	EP2 modulator	TRPN1 ag	PERK inh	Ba/F3 V617F tox
O=C1CC(c2cc(Br)ccc2F)c2cc3c(cc2N1)CCC3 (configuration not stated)	-2.2	0.3	18.6	-2.3	4.3	21.8	1.8	1.9	-3.8
COC1=C(OC)C(=O)C(CCCCCCCCCCO)=C(C)C1=O	3.3	2.5	23.4	0.0	-4.2	.	4.8	0.9	3.5
C=CCOC(=O)C1=C(C)NC(C)=C(C(=O)OCC=C)C1c1cccs1	-11.4	-2.2	-4.6	1.7	3.9	29.9	-3.2	-0.7	3.9
CC(=O)N1CCC(C(=O)Nc2ccccc2)(N(Cc2ccccc2)C(=O)c2cccnc2)CC1	-5.1	0.1	-11.1	-0.7	6.0	4.3	-1.0	0.3	2.5
O=C1CSC(c2cccnc2)N1Cc1cccnc1 (configuration not stated)	-3.4	0.5	-14.7	1.6	1.9	7.6	-0.3	0.4	-2.3
CC1(C)CC(=O)C2=C(C1)NC(Nc1nc3ccccc3o1)=NC2c1ccccn1 (configuration not stated)	-6.0	0.8	-29.8	0.0	8.7	-1.2	-1.0	0.4	3.0
COc1ccc2c(c1)c(CC(=O)Nc1nnc(C3CC3)s1)c(C)n2C(=O)c1ccc(Cl)cc1	-68.4	0.3	-66.8	1.1	37.7*	32.7	0.9	0.5	16.6
O=c1cc2c(nn1Cc1cccc([N+](=O)[O-])c1)-c1ccccc1CC2	-9.8	-0.9	11.1	-0.6	7.3	5.0	-1.1	-0.2	0.3
CC(C)CC1(C)NC(=O)N(CCN2C(=O)c3ccccc3C2=O)C1=O (configuration not stated)	0.2	0.2	19.4	-1.7	4.0	11.5	-0.2	0.1	-4.3
O=C(/C=C/Nc1ccccc1)c1cnc(-c2ccccc2)s1	-1.2	0.9	-35.0	-2.9	2.6	6.4	1.2	1.6	0.4
Cc1nn(C)c(C)c1CN(C)C(=O)c1nn2c(c1Br)NC(c1cccs1)CC2C(F)(F)F (configuration not stated)	-8.0	0.4	3.9	0.3	3.9	-54.8	-1.4	-1.0	1.5
Brc1cccc(/C=N/Nc2nn[nH]n2)c1	-18.4	0.3	16.8	-2.3	8.6	4.5	0.1	-0.1	5.1
CC12c3ccccc3C(c3ccccc31)C1C(=O)N(Cc3cccnc3)C(=O)[C@H]12 (some centres not stated)	-0.9	0.8	-8.4	39.8*	3.9	18.0	-2.0	-0.4	-2.6
CNC(=O)c1cc(C(=O)c2ccc(C(F)(F)F)cc2F)c[nH]1	-29.4	1.3	-41.2	0.9	1.6	-28.5	4.5	1.2	-3.4
CC1CN(c2ccc([N+](=O)[O-])c(NCCOc3ccccc3)c2)CCN1 (configuration not stated)	-3.8	1.4	14.3	-2.0	6.6	-81.2	4.7	-0.8	-3.2
Cc1ccc(CSc2nnc(SCC(=O)N/N=C/c3c(C)nn(-c4ccccc4)c3C)s2)cc1	-12.7	0.3	4.3	0.3	5.4	-7.5	0.5	-0.9	-1.3
CCc1nc(Nc2ccc3nccnc3c2)c2oc3ccccc3c2n1	-25.7	1.0	-117.2	0.3	3.2	8.4	0.6	-0.7	-1.1
COc1ccc(-n2c(O)c(C=NCc3ccccn3)c3ccccc3c2=O)c(OC)c1	-1.6	1.1	-23.9	-0.6	-2.4	25.6	1.3	-1.1	-2.2
COc1cc(C(=O)Nc2cccc(-c3nc4ncccc4o3)c2C)cc(OC)c1OC	-9.8	0.3	-10.4	-1.6	-0.6	-55.1	0.8	-0.4	-1.9
O=C(NCc1ccccc1)C1CCN(S(=O)(=O)N2CCCCCC2)CC1	-1.2	1.0	15.0	0.4	3.5	5.6	1.8	0.1	3.3
O=C(c1cc2c(s1)-c1ccccc1S(=O)(=O)C2)N1CCN(Cc2ccccc2)CC1	-10.7	3.4	-19.0	1.1	12.8	-25.6	11.8	-0.1	6.0
Cc1cc(C)cc(NC(=O)Cn2cc3c(n2)CCCCC3)c1	-16.4	-0.5	-1.7	-3.3	4.3	-13.3	-1.1	-0.5	-2.4
Cc1cc2cc(CN(Cc3cccs3)C(c3nnnn3C(C)(C)C)C(C)C)c3nnnn3c2cc1C (configuration not stated)	-12.5	0.9	-24.6	0.3	1.3	24.1	0.8	0.6	-1.1
CC(=O)Nc1ccccc1OCC(=O)N(Cc1ccccc1)C(C)C	-18.3	-1.0	-4.7	-1.2	4.3	5.6	-1.3	0.2	-1.5
CC1CCN(C(=O)CN(c2ccccc2)S(=O)(=O)N(C)C)CC1	-2.5	0.1	18.2	-3.6	7.5	6.1	-2.2	2.1	0.9
